Screening data from PubChem BioAssay.
CSM14.1 death rescue: protection against thapsigargin-triggered cell killing – 384-well, CSM14.1, ATP luminescence, primary screen (AID 1222). CSM14.1 thapsigargin-induced death rescue, ATP luminescence; higher % means a stronger effect. cellular ATP content (survival), % at 20 µM, or EC50 in µM where a hit was titrated. 190,000 tested, under 10 active;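 active means EC50 below 50 µM in the dose-response confirmation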;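 further: death triggered by thapsigargin at about 15 µM added after 2 h compound pretreatment; cell ATP read after overnight thapsigargin exposure of roughly 18 to 22 hours; normalized against plate controls of thapsigargin alone and 5% DMSO vehicle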
b-catenin transl: alters nuclear translocation of beta-catenin in HeLa cells; AID 1665; 190,000 compounds, 0.3% hits; nuclear translocation activity, % at 5 µM; immunofluorescence imaging;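 active means nuclear translocation activity above 50% at 5 µM, with a well cell count of 50 or more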;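 further: per-cell ratio of nuclear to cytoplasmic median beta-catenin stain intensity; plate controls were DMSO negative control for no effect and GSK-3 inhibitor IX positive control for full effect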
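Signal – beta-catenin immunofluorescence imaging with DAPI · Test system – human HeLa cell line · Dosing – 5 µM primary single dose, 0.1% DMSO, 0.02–20 µM confirmation series · Measure – % activation, nuclear-to-cytoplasmic median beta-catenin signal ratio per cell · Incubation – 24 h compound exposure at 37°C, 5% CO2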
Lipid droplet: modulators of hepatic lipid droplet formation. AML12 mouse hepatocytes, oleate lipid droplets, BODIPY imaging. inhibition, % at 6.5 µM. 240,000 compounds, 0.4% hits;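 active means lipid droplet intensity inhibited by at least 50%, with more than 500 cells counted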
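Technique: fluorescence imaging, 20x objective, two fields per well / Assay system: AML12 hepatocytes (mouse) / Measure: % inhibition of lipid droplet signal / Doses: 6.5 µM single-point dosing / Incubation: overnight exposure / Reagent: 100 µM oleic acid challenge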
Insulin prom up: MIN6 insulin promoter up-regulation | MIN6 insulin promoter-GFP reporter, high-content imaging; hits give high values | z-score at 5 µM | 190,000 compounds, 0.3% hits | AID 1625;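 active means z-score above 3 at 5 µM with at least 500 cells counted in the well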
PhoP inhibition: PhoP-dependent GFP reporter repression – Salmonella Typhimurium, primary screen (AID 1863); 300,000 compounds, 0.16% hits; S. Typhimurium PhoP-regulated promoter GFP reporter, 4 h; higher % means a stronger effect; inhibition, % at 50 µM; hits with a dose series show IC50 in µM;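 active means inhibition over 29.93%, a cutoff 3 SD above the screen mean, later confirmed by dose response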;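 further: 0% = low Mg2+ inducing control and 100% = high Mg2+ repressing control; strong numbers were not always called active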
MT stabilize HCS: stabilizes microtubules in HeLa cells; 200,000 compounds, 0.83% hits; HeLa tubulin immunostaining HCS, 24 h; share of cells brighter than vehicle mean+2SD; % tubulin-high responders, % at 10 µM;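 active means plate Z-score above 3 for both tubulin-high and condensed-nucleus cell shares, with cell loss under 80%, at 10 µM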;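 further: anti alpha tubulin signal scored within the nucleus-defined area of each cell; some results filed as inactive read as strong as hits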
T cell modulator: T cell immune modulation candidate. AID 2052. 330,000 compounds, 0.068% hits. 2C CD8+ T cell-vesicle binding, flow cytometry; hits give low values. calls only at 7 µM;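 active means response, share of CD8 T cells binding vesicles, and their 90th percentile fluorescence all below set limits, cut at about 80% in these data, passing the limit was not always enough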
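Material: murine 2C transgenic CD8+ T lymphocytes / Also added: QL9-peptide-loaded Drosophila micro-vesicles bearing Ld, ICAM-1 and B7-1 / Schedule: binding step 1.5 h, 37 °C, antibody labelling 20 min, ice / Signal: flow cytometry, PE anti-B7-1 (FL2) versus Alexa647 anti-CD8 (FL8), PFA-fixed / Evaluation: percent CD8+ FL2 mean versus row control / Benchmarks: naked versus QL9-loaded vesicles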
Autophagy HCS: modulators of autophagy. 190,000 compounds, 0.98% hits. calls only at 10 µM (by protocol). MEF GFP-LC3 puncta imaging; test concentration mostly 10 µM;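 active means percentage of spot-positive cells more than 3 SD above its plate mean, without a fluorescence outlier flag or 80% toxicity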;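 further: spot-positive cell cutoff set from DMSO-treated cells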
Dynein transport: dynein cargo transport inhibition | 3617.4 mouse cells, GR-EGFP nuclear translocation imaging; test concentration mostly 20 µM; stimulated with dexamethasone, 1 µM; hits give low values | z-score, hits read low | 220,000 compounds, 0.47% hits;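 active means plate z-score of nuclear minus cytoplasmic receptor signal below a set negative limit, without overly bright fluorescence or cell loss, cut at about -3.5 in these data, passing the limit was not always enough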;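 further: z-score of nuclear minus cytoplasmic ring GR-EGFP intensity difference per well; some compounds called inactive have numbers as strong as hits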
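Buffer or medium: tet-free, stripped-serum medium; Also added: dexamethasone, 1.0 µM final; Technique: high-content fluorescence imaging after fixation; Times: 48 h induction, 1 h compound, 30 min dex at 37 °C; Read-out: per-cell GR-EGFP intensity, nucleus versus surrounding cytoplasmic ring, well-averaged.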
Dynein transport cytoplasmic EGFP: second read-out of Dynein transport, no call of its own (marks repeat the call); z-score; measured here: cytoplasmic GR-EGFP intensity; hits give high values
Dynein transport nuclear GR-EGFP: also measured in Dynein transport; calls as there; z-score; measured here: nuclear GR-EGFP intensity;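 lower value marks the stronger effect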
Dynein transport cell count: also measured in Dynein transport; calls as there; z-score; measured here: cell count per field
Insulin prom up cell count: further read-out of Insulin prom up, marked with its call; cell count; measured here: cytotoxicity, nuclei count;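 total cells summed across four imaged fields per well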
Lipid droplet cells 6.5 µM: also measured in Lipid droplet; calls as there; cell count; measured here: cell count, cytotoxicity flag;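 cells counted across two imaged fields per well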
b-catenin transl cell count 5 µM: recorded beside b-catenin transl, whose call it bears; cell count; measured here: cell count, cytotoxicity flag
T cell modulator vesicle-bound %: further read-out of T cell modulator, marked with its call; double positive events, %; measured here: CD8+ vesicle-bound cell fraction;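 binding gate set so that unloaded-vesicle control wells show 10% double positive cells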
MT stabilize HCS Hoechst-high %: second read-out of MT stabilize HCS, no call of its own (marks repeat the call); % Hoechst-high responders; measured here: nuclear condensation Hoechst responders;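 share of cells brighter than vehicle mean plus two SD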
MT stabilize HCS cytotoxicity %: also measured in MT stabilize HCS; calls as there; toxicity, %; measured here: cytotoxicity by cell density;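 0% = mean cell density of plate MIN control wells and 100% = no cells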
Autophagy HCS cell loss 18 h: second read-out of Autophagy HCS, no call of its own (marks repeat the call); toxicity, %; measured here: cell loss, nuclei count;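 cell loss after 18 h compound exposure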
* = called active by the depositor.

Results for CC(=O)N1CCN(c2ccc(NC(=O)/C=C/c3ccccc3)cc2)CC1 ?
CSM14.1 death rescue: -1.5%; b-catenin transl: -3.8; Lipid droplet: -1; Insulin prom up: 1.4; PhoP inhibition: -6%; MT stabilize HCS: 1.5; T cell modulator: inactive; Autophagy HCS: inactive; Dynein transport: -0.12; Dynein transport cytoplasmic EGFP: -0.26; Dynein transport nuclear GR-EGFP: 0.17; Dynein transport cell count: -0.11; Insulin prom up cell count: 1633; Lipid droplet cells 6.5 µM: 643; b-catenin transl cell count 5 µM: 949; T cell modulator vesicle-bound %: 62; MT stabilize HCS Hoechst-high %: 1.6; MT stabilize HCS cytotoxicity %: 0.2; Autophagy HCS cell loss 18 h: 19

What do the screens show for `Cc1nnsc1C(=O)NC(=O)Nc1ccc(F)c(Cl)c1`?
b-catenin transl: -0.4; Lipid droplet: 1; Insulin prom up: -0.01; PhoP inhibition: -9%; T cell modulator: inactive; Dynein transport: -0.59; Dynein transport cytoplasmic EGFP: -0.28; Dynein transport nuclear GR-EGFP: 0.32; Dynein transport cell count: 0.2; Insulin prom up cell count: 1017; Lipid droplet cells 6.5 µM: 685; b-catenin transl cell count 5 µM: 1264; T cell modulator vesicle-bound %: 19

Results for O=C(Nc1ccc(C(F)(F)F)cc1-c1ccccc1)c1ccccc1 ?
CSM14.1 death rescue: -2.0%; b-catenin transl: -0.2; Lipid droplet: 1; Insulin prom up: -0.29; PhoP inhibition: -1%; MT stabilize HCS: 1.1; T cell modulator: inactive; Autophagy HCS: inactive; Dynein transport: 0.86; Dynein transport cytoplasmic EGFP: -0.28; Dynein transport nuclear GR-EGFP: 0.23; Dynein transport cell count: -0.13; Insulin prom up cell count: 1210; Lipid droplet cells 6.5 µM: 674; b-catenin transl cell count 5 µM: 979; T cell modulator vesicle-bound %: 59; MT stabilize HCS Hoechst-high %: 3.2; MT stabilize HCS cytotoxicity %: 9.3; Autophagy HCS cell loss 18 h: -12

What do the screens show for `CCCCn1c(C(C)O)nc2ccccc21` (stereo unspecified)?
CSM14.1 death rescue: -2.1%; b-catenin transl: -6.5; Lipid droplet: -2; Insulin prom up: -0.22; PhoP inhibition: -2%; MT stabilize HCS: 1.4; T cell modulator: inactive; Autophagy HCS: inactive; Dynein transport: -1.1; Dynein transport cytoplasmic EGFP: -0.18; Dynein transport nuclear GR-EGFP: -0.52; Dynein transport cell count: -0.37; Insulin prom up cell count: 1198; Lipid droplet cells 6.5 µM: 741; b-catenin transl cell count 5 µM: 1277; T cell modulator vesicle-bound %: 41; MT stabilize HCS Hoechst-high %: 1.9; MT stabilize HCS cytotoxicity %: 3.7; Autophagy HCS cell loss 18 h: 6

What do the screens show for `CC(=O)Nc1ccc(NC(=O)C2(C)CC2(Cl)Cl)cc1` (stereo unspecified)?
CSM14.1 death rescue: -2.1%; b-catenin transl: -3.1; Lipid droplet: 2; Insulin prom up: 0.55; PhoP inhibition: -7%; MT stabilize HCS: 6.5; T cell modulator: inactive; Autophagy HCS: inactive; Dynein transport: -0.16; Dynein transport cytoplasmic EGFP: 0.087; Dynein transport nuclear GR-EGFP: -0.16; Dynein transport cell count: 4.2; Insulin prom up cell count: 1665; Lipid droplet cells 6.5 µM: 688; b-catenin transl cell count 5 µM: 1007; T cell modulator vesicle-bound %: 36; MT stabilize HCS Hoechst-high %: 2.3; MT stabilize HCS cytotoxicity %: 6.6; Autophagy HCS cell loss 18 h: 3

Results for O=C(O)CCc1ccc(-c2ccc(F)cc2)n1CC1CCCO1 (stereo unspecified) ?
CSM14.1 death rescue: -0.8%; b-catenin transl: -1.3; Insulin prom up: 1; PhoP inhibition: 3%; MT stabilize HCS: 3.1; T cell modulator: inactive; Autophagy HCS: inactive; Dynein transport: -0.39; Dynein transport cytoplasmic EGFP: -0.39; Dynein transport nuclear GR-EGFP: -0.035; Dynein transport cell count: 0.55; Insulin prom up cell count: 1606; b-catenin transl cell count 5 µM: 1432; T cell modulator vesicle-bound %: 50; MT stabilize HCS Hoechst-high %: 1.7; MT stabilize HCS cytotoxicity %: 5.5; Autophagy HCS cell loss 18 h: -1

Results for Cc1cccc2c(C(=O)O)cc(-c3cccnc3)nc12 ?
CSM14.1 death rescue: -0.4%; b-catenin transl: 0.3; Lipid droplet: 3; Insulin prom up: -0.47; PhoP inhibition: 5%; MT stabilize HCS: 2.8; T cell modulator: inactive; Autophagy HCS: inactive; Dynein transport: -0.77; Dynein transport cytoplasmic EGFP: -0.35; Dynein transport nuclear GR-EGFP: -0.85; Dynein transport cell count: 0.93; Insulin prom up cell count: 1304; Lipid droplet cells 6.5 µM: 705; b-catenin transl cell count 5 µM: 1140; T cell modulator vesicle-bound %: 32; MT stabilize HCS Hoechst-high %: 1.7; MT stabilize HCS cytotoxicity %: 7.8; Autophagy HCS cell loss 18 h: -14

Results for O=C(NC1CC2CCC(C1)N2C(=O)NCc1ccccc1)NC12CC3CC(CC(C3)C1)C2 (stereo unspecified) ?
CSM14.1 death rescue: 0.8%; b-catenin transl: -0.1; Insulin prom up: -0.05; PhoP inhibition: -6%; MT stabilize HCS: 1.2; T cell modulator: inactive; Autophagy HCS: inactive; Dynein transport: -0.27; Dynein transport cytoplasmic EGFP: 0.61; Dynein transport nuclear GR-EGFP: -0.23; Dynein transport cell count: 0.45; Insulin prom up cell count: 1388; b-catenin transl cell count 5 µM: 1365; T cell modulator vesicle-bound %: 33; MT stabilize HCS Hoechst-high %: 1.4; MT stabilize HCS cytotoxicity %: 8.6; Autophagy HCS cell loss 18 h: 0

What do the screens show for `CC(C)CN(C(=O)c1nn(C)c(=O)c2ccccc12)c1nc2ccccc2s1`?
CSM14.1 death rescue: 6.1%; b-catenin transl: 0.7; Lipid droplet: -19; Insulin prom up: -0.72; PhoP inhibition: 6%; MT stabilize HCS: 1.2; T cell modulator: inactive; Autophagy HCS: inactive; Dynein transport: 0.18; Dynein transport cytoplasmic EGFP: 0.85; Dynein transport nuclear GR-EGFP: 0.54; Dynein transport cell count: -0.37; Insulin prom up cell count: 879; Lipid droplet cells 6.5 µM: 721; b-catenin transl cell count 5 µM: 1191; T cell modulator vesicle-bound %: 39; MT stabilize HCS Hoechst-high %: 1.0; MT stabilize HCS cytotoxicity %: 9.8; Autophagy HCS cell loss 18 h: -2

What do the screens show for `CCN(CC)CCOC(=O)c1ccc(NC(=O)c2cn(-c3ccccc3)nc2-c2cccs2)cc1`?
CSM14.1 death rescue: -1.6%; b-catenin transl: -1.0; Lipid droplet: -4; Insulin prom up: -0.88; PhoP inhibition: 5%; MT stabilize HCS: 3.3; Autophagy HCS: inactive; Dynein transport: -0.74; Dynein transport cytoplasmic EGFP: -0.2; Dynein transport nuclear GR-EGFP: -1; Dynein transport cell count: 0.58; Insulin prom up cell count: 1245; Lipid droplet cells 6.5 µM: 621; b-catenin transl cell count 5 µM: 1110; MT stabilize HCS Hoechst-high %: 2.2; MT stabilize HCS cytotoxicity %: 1.0; Autophagy HCS cell loss 18 h: -6

How did COc1ccc(NC(=O)Cc2c(C)n(C(=O)c3ccc(Cl)cc3)c3ccc(OC)cc23)cc1 do in these assays?
CSM14.1 death rescue: -0.8%; b-catenin transl: -0.8; Lipid droplet: 83*; Insulin prom up: -1.8; PhoP inhibition: -4%; MT stabilize HCS: 5.3; T cell modulator: inactive; Autophagy HCS: inactive; Dynein transport: -0.36; Dynein transport cytoplasmic EGFP: -0.32; Dynein transport nuclear GR-EGFP: -0.35; Dynein transport cell count: 0.78; Insulin prom up cell count: 1339; Lipid droplet cells 6.5 µM: 581*; b-catenin transl cell count 5 µM: 1031; T cell modulator vesicle-bound %: 62; MT stabilize HCS Hoechst-high %: 1.5; MT stabilize HCS cytotoxicity %: 4.3; Autophagy HCS cell loss 18 h: 5

Results for Cc1nnc(SCC(=O)Nc2nc(-c3ccc(F)cc3)cs2)[nH]c1=O ?
CSM14.1 death rescue: 2.6%; b-catenin transl: 0.6; Lipid droplet: 5; Insulin prom up: 0.88; PhoP inhibition: 6%; MT stabilize HCS: 4.0; T cell modulator: inactive; Autophagy HCS: inactive; Dynein transport: 0.44; Dynein transport cytoplasmic EGFP: -0.18; Dynein transport nuclear GR-EGFP: 0.21; Dynein transport cell count: 0.034; Insulin prom up cell count: 1473; Lipid droplet cells 6.5 µM: 698; b-catenin transl cell count 5 µM: 1557; T cell modulator vesicle-bound %: 44; MT stabilize HCS Hoechst-high %: 2.6; MT stabilize HCS cytotoxicity %: 6.3; Autophagy HCS cell loss 18 h: 19
